# Screening data from PubChem.
# CHO-K1 Ca antag: M1 antagonist counterscreen hit in parental CHO-K1 cells; ATP-induced calcium, Fluo-8 fluorescence; inhibition, % at 3 µM; hit rate 0.6% among 360,000; AID 602250;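 active = inhibition above a per-plate cutoff, the plate's mean sample inhibition plus 3 SD, cut at about 24% in these data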;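 note: 0% = DMSO plus EC80 ATP and 100% = DMSO alone without ATP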
# CHO-K1 Ca PAM: counter-screen for M1 PAMs: effect in parental CHO-K1 cells; ATP EC20, Fluo-8 calcium fluorescence; 0% at ATP EC20, 100% at ATP max; AID 602247; hit rate 0.02% among 360,000; activation, % at 3 µM;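 active = activation above the run cutoff, the mean activation of all test compounds plus 3 SD, cut at about 40% in these data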;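 note: peak over basal fluorescence ratio in a 140 s read after ATP addition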
# CHO-K1 Ca ag: counter-screen for M1 agonists: effect in parental CHO-K1 cells. Fluo-8 calcium fluorescence; scaled to maximal ATP response, vehicle zero. activation, % at 3 µM. hit rate 0.48% among 360,000. AID 602248; in the data active = activation above about 15%;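 note: untransfected CHO-K1 host cells lacking M1 receptor as counterscreen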
# TAAR1 antag: antagonists of human TAAR1; Q96RJ0; CHO RD-HGA16 TAAR1, Fluo-8 calcium fluorescence, antagonist; inhibition, % at 3 µM; hit rate 1.5% among 360,000; AID 624466;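 active = inhibition above a per-plate cutoff, the mean inhibition of test compounds on that plate plus 3 SD, cut at about 49% in these data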;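 note: 0% = DMSO plus EC80 beta-PEA response and 100% = DMSO alone without agonist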
#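 Assay system: CHO-derived RD-HGA16 cells stably expressing human TAAR1 plus Gα16. Timing: 140 s kinetic read after compound, 140 s after agonist. Technique: kinetic Fluo-8 calcium fluorescence measurement. Measure: % inhibition of agonist calcium response.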
# V1R ag counter: activates human V1a receptor in oxytocin agonist counter-screen. CHO-V1R cells, Fluo-8 calcium fluorescence, agonist mode; 0% DMSO, 100% 3 nM vasopressin. hit rate 0.25% among 320,000. activation, % at 3 µM. AID 2797;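 active = activation above the mean activation of all tested compounds plus 3 SD, per screening run, cut at about 20% in these data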;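 note: signal is peak over basal fluorescence ratio across a 100 second FLIPR read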
# CHRM1 agonist: agonists of human M1 muscarinic receptor. AID 588814. hit rate 0.33% among 360,000. CHO-K1 hM1, Fluo-8 calcium fluorescence, agonist mode; 0% DMSO, 100% acetylcholine EC100. activation, % at 3 µM. P11229;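 active = activation above the run's mean compound activation plus 3 SD, cut at about 16% in these data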;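 note: peak over basal fluorescence ratio within a 140 s kinetic read after compound addition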
# Target sequence (P11229 whole entry, looked up): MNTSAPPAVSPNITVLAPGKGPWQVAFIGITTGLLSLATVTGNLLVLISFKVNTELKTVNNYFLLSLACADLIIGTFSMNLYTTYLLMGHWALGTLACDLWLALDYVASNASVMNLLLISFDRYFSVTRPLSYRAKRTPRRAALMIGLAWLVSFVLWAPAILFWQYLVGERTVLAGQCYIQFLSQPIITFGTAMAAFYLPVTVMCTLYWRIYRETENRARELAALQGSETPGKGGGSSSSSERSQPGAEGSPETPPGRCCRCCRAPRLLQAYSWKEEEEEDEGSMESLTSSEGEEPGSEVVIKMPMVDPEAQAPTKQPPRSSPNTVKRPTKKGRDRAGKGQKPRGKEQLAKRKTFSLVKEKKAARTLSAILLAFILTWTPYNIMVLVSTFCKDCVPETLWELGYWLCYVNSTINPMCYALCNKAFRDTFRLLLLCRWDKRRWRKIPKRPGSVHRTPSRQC
# TAAR1 ag: agonists of human TAAR1. Q96RJ0. CHO RD-HGA16 TAAR1, Fluo-8 calcium fluorescence; vehicle wells 0%, saturating PEA agonist 100%. hit rate 0.99% among 360,000. AID 624467. activation, % at 3 µM;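 active = activation above the mean activation of all test compounds in the run plus 3 SD, cut at about 38% in these data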
#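 Assay system: CHO-derived RD-HGA16 cells with stable Gα16 and human TAAR1; timing: 17-24 h seeding, 75 min 37 °C dye, 30 min RT; read-out: % activation from peak over basal fluorescence ratio, DMSO-to-PEA scaled; measured by: kinetic Fluo-8 calcium fluorescence; benchmarks: low control DMSO, high control PEA (EC100); doses: 3 µM single concentration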
# OXTR potentiator: potentiators of human oxytocin receptor; P30559; CHO-OTR cells, Fluo-8 calcium fluorescence, potentiator mode; 0% = oxytocin EC15, 100% = EC100; activation, % at 3 µM; hit rate 0.061% among 320,000; AID 2445;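 active = activation above that plate's cutoff, the mean activation of tested compounds plus 3 SD, cut at about 6.6% in these data, passing the limit was not always enough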;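 note: 100% uses oxytocin at 75 nM as the full agonist control; some results filed as inactive read as strong as hits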
# Target sequence (P30559 whole entry, looked up): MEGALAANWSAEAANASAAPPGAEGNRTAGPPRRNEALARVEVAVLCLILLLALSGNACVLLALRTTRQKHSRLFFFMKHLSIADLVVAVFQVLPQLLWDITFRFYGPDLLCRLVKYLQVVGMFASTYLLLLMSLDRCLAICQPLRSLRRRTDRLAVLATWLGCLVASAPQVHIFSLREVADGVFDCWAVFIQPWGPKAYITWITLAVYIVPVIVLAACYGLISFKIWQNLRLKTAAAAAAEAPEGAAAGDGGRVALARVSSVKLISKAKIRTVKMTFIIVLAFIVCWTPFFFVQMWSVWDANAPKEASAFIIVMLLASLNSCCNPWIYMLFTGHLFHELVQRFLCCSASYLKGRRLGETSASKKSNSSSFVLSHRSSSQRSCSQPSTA
#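 Measured by – Fluo-8 calcium dye fluorescence · Test system – human OTR in CHO cells · Dosing – one concentration, 3.0 µM compound · Controls – EC15 oxytocin alone as 0%, 75 nM oxytocin as 100% · Evaluation – normalized max/min fluorescence ratio, % activation · Timing – 6 min pre-incubation, 100 s read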
# CHO parental Ca: signal in parental CHO cells, OX1R antagonist counter-screen | inhibition, % at 5.6 µM | hit rate 0.63% among 330,000 | parental CHO-K1, ATP-induced calcium, Fluo-8 fluorescence;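 active = inhibition above that plate's mean sample inhibition plus 3 SD, cut at about 26% in these data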;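 note: 0% = ATP-challenged DMSO wells and 100% = DMSO wells without ATP; some compounds past the cut are filed as inactive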
#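 Test system: untransfected parental CHO cell line. Compound: one dose, 5.6 µM nominal. Detection: intracellular calcium via Fluo-8 no-wash fluorescent dye. Measure: % inhibition. Benchmarks: ATP-challenged DMSO wells low, unchallenged DMSO wells high.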
# * marks the source's active call; other numbers are inactive results; x = not tested or not shown.
structure	CHO-K1 Ca antag	CHO-K1 Ca PAM	CHO-K1 Ca ag	TAAR1 antag	V1R ag counter	CHRM1 agonist	TAAR1 ag	OXTR potentiator	CHO parental Ca
COCC1CCN(Cc2cn(Cc3ccccc3)nc2-c2cc3ccccc3o2)CC1	-16	14	0.9	-27	3.0	-5	6	-12	-12
O=C(/C=C/c1ccccc1)C1=C(O)C(=O)N(CCO)C1c1ccccc1[N+](=O)[O-] (centres undefined)	-1	11	0.0	-3	-0.1	-7	13	4	-4
CC(C)c1ccc(NC(=O)C2(C)Cc3c(-c4ccc5c(c4)OCO5)ccnc3O2)cc1 (centres undefined)	-13	-2	0.5	-12	x	-5	-1	x	x
CCCc1ccc2oc(C(=O)N3CCC(C(N)=O)(N4CCCCC4)CC3)c(C)c2c1	-6	-6	0.3	-24	-0.7	-3	3	-7	-3
CCOc1ccccc1N(CC(=O)Nc1cc(OC)ccc1OC)S(C)(=O)=O	2	-8	0.5	9	-0.3	2	0	-13	-16
CCCOC(=O)c1cc2ccccc2oc1=O	-5	22	-0.2	-13	-1.1	-8	0	3	1
COc1ccccc1S(=O)(=O)N(C)C[C@@H]1Oc2ncc(-c3ccc(C)cc3)cc2C(=O)N([C@H](C)CO)C[C@@H]1C	0	7	-0.6	-20	x	0	0	x	x
CCN(c1ccccc1)S(=O)(=O)c1ccc(C(=O)NCC2(N(C)C)CCCCC2)cc1	-10	12	1.8	-2	2.1	-8	5	-3	-11
c1ccc2[nH]c(SCCN3CCOCC3)nc2c1	-15	2	0.2	-9	-0.2	-6	1	-5	-11
CCCCCCc1nc2nc(Cl)c(Cl)nc2[nH]1	-12	17	2.6	-18	x	0	8	x	x
CCOC(=O)/C=c1\s/c(=C(\C#N)C(=O)OCC)n(-c2ccccc2)c1=O	-10	18	0.3	6	1.1	-4	13	-4	-13
O=C(Cn1c(-c2cscn2)nc2ccccc21)Nc1ccc2ccccc2c1	-35	29	2.4	8	4.8	-1	10	-8	-8
CCOc1ccc2nc(NC(=O)C(CC)Sc3nc(C)cc(=O)[nH]3)sc2c1 (centres undefined)	-5	4	-0.2	-12	0.2	-2	2	-16	-3
CSC1=NS(=O)(=O)c2c(C)nn(C)c2S1	14	-9	-0.2	-6	0.7	-2	11	4	-23
CCC1Nc2ncnc(N3CCOCC3)c2N(Cc2ccc(Cl)cc2)C1=O (centres undefined)	-9	-17	-0.2	x	2.8	-3	x	7	-9
O=C(CSc1ncccn1)NC1CCCC1	-5	13	0.6	-22	x	-1	0	x	x
O[C@@H]1Cc2ccccc2O[C@H]1c1ccccc1	-8	24	0.5	-36	x	-6	0	x	x
Clc1ccc(-c2nnc3sc(Cc4cccs4)nn23)c(Cl)c1	-2	13	1.1	3	-1.2	-6	11	-2	-16
COCCN(C(=O)CSc1nc2ccccc2c(=O)n1CC(C)C)c1c(N)n(Cc2ccccc2)c(=O)[nH]c1=O	1	16	20*	7	0.1	-10	1	-2	-5
COC(=O)CSc1nnc(Cc2ccccc2)n1-c1ccc(C)cc1	0	5	0.3	-3	-0.1	-4	0	-12	2
O=C(CN1CCOCC1)Nc1ccc(-c2nc3ccccc3[nH]2)cc1	-18	13	0.9	24	0.0	-5	3	-1	-5
O=C(NCC(=O)N(Cc1ccccc1)C(C(=O)NCC1CCCO1)c1ccccc1)c1ccco1 (centres undefined)	-5	9	7.4	53*	5.2	-1	19	-9	-13
O=C(O)c1ccc(/C=N/NC(=O)c2cc(-c3cccs3)nc3ccccc23)cc1	-15	27	0.6	8	0.9	-8	-1	3	-3
CS(=O)(=O)N1CCN(c2ccccc2NC(=O)c2ccc([N+](=O)[O-])o2)CC1	15	-16	1.5	8	-0.7	-3	10	-8	-20
Cn1c(=NC(=O)CS(=O)(=O)c2ccc(F)cc2)sc2ccccc21	0	-2	1.0	-8	0.0	-5	2	-7	-26
C[n+]1ccccc1/C=C/c1ccc(C#N)cc1	-8	12	-0.2	-2	0.2	-10	0	4	-10
CC(=O)N(C)c1ccc(NS(=O)(=O)c2cccc3nsnc23)cc1	-19	-8	0.7	-12	0.7	-9	0	-16	-3
CCc1cc(CNC(=O)CC2C(=O)NCCN2CC2CCCCC2)on1 (centres undefined)	-8	15	-0.1	-5	0.4	-8	3	-9	-9
Cc1noc(C)c1NC(=O)Nc1cccc2c1O[C@H](CN(C)S(=O)(=O)c1ccccc1)[C@@H](C)CN([C@H](C)CO)C2=O	-14	10	0.1	18	0.6	-6	0	-3	-13
O=C(CSc1nc(O)cc(=O)n1-c1ccccc1)Nc1ccc2c3c(cccc13)CC2	5	9	-0.6	-22	0.1	-1	2	-5	-14
COc1ccc(-n2cc(CNCCc3cnc[nH]3)c(-c3cccc(F)c3)n2)cc1	11	11	0.1	9	1.4	-3	1	-9	-5
COc1cc(NC(=O)c2c(-c3ccccc3Cl)noc2C)c2ncccc2c1	-1	21	0.7	-26	-0.2	-3	1	-5	-11
COc1ccc(OC)c(NC(=O)CSc2nc3[nH]c(=O)[nH]c(=O)c3s2)c1	2	5	0.5	-21	x	-2	1	x	x
CCN(CC)C(=O)CSc1nnc(SCc2ccc(Cl)cc2)s1	-5	3	1.3	2	2.4	-2	22	-20	-28
COC(=O)[C@]12CCCCC=C1N(CCC1=CCCCC1)C(=O)[C@H](CC(=O)NCc1ccccc1)C2	-15	1	4.8	37	x	x	1	x	x
Cc1nc2n[nH]c(N)c2c2c1CCCC2	-16	10	0.3	-13	-0.2	-8	0	-5	-7
COc1ccc(Cl)cc1N1C(=O)CC(Sc2ccccc2N)C1=O (centres undefined)	7	-6	6.4	5	-0.2	0	6	-8	-16
Nc1ncnc2nc(SCC(=O)Nc3cccc(C(F)(F)F)c3)[nH]c12	-13	21	0.9	10	-0.4	-4	4	-6	-2
COC(=O)[C@]1(Cc2ccccc2)N[C@H](CN(C)C(C)=O)[C@@H]2C(=O)N(Cc3ccccc3)C(=O)[C@@H]21	-2	-9	0.1	-1	1.4	-2	4	-8	-9
CC1(C(=O)N/N=C/c2ccc3c(c2)OCO3)CC1(Br)Br (centres undefined)	-14	-2	2.0	7	0.4	-3	1	-7	-15
O=C(Cc1ccsc1)NNC(=O)c1ccccc1O	7	-23	-0.2	-9	-0.6	1	4	-4	-14
COc1ccc(OC)c(C2=NOC(C(=O)Nc3ccccc3SC)C2)c1 (centres undefined)	-22	-12	1.0	0	-1.4	-2	9	-7	-22
Cc1ccccc1/C=C/c1cccc[n+]1C	-8	15	0.7	-8	x	-2	6	x	x
Cn1c(NCCc2ccncc2)nc2cc(-c3cccc(Cl)c3)sc2c1=O	-13	13	0.4	-22	x	-4	1	x	x
CCOc1ccc(S(=O)(=O)N2CCOCC2)c2ccccc12	-9	6	2.2	-10	0.4	-4	6	-12	-18
Cc1nnc(SCc2nc3ccccc3nc2C)s1	3	-1	-0.1	-10	0.8	-2	3	-2	-12
Cc1ccc(SCCC(=O)N2CCC(C)CC2)cc1	-8	18	0.1	-5	1.0	-4	20	-14	-20
Cc1ccc(CNC(=O)CN(Cc2cccs2)C(=O)C2(C)CC(=O)N=C3C=CC=CN32)cc1 (centres undefined)	2	-7	-0.2	15	0.3	-7	0	-1	-3
C=CCN1C(=O)C(Cc2ccc(SC(F)F)cc2)SC1=Nc1ccc(C(=O)O)cc1 (centres undefined)	-16	12	4.4	28	4.8	-5	1	-20	13
Cn1nc(C(=O)NNC(=O)C2CSC3(C)CCC(=O)N23)c2ccccc2c1=O (centres undefined)	-3	10	1.1	-10	0.9	-1	2	-3	-14
Cc1cc(C)n(C(=O)CNC(=O)C(c2ccccc2)c2ccccc2)n1	10	-7	0.4	-4	-1.3	-4	-2	-5	-16
COc1ccc(S(=O)(=O)Nc2ccc3c(c2)OCO3)cc1C(=O)O	-8	1	-0.1	-18	0.0	0	13	-4	-1
O=C(NCCCN1CCOCC1)c1ccccc1N1C(=O)[C@@H]2Cc3c([nH]c4ccccc34)C(c3ccc(F)cc3)N2C1=O (some centres undefined)	1	-8	3.6	73*	1.4	-6	12	-6	-20
NC(=O)c1ccc(NC(=O)CN2CCN(c3ccccc3)CC2)cc1	-3	7	0.6	2	0.5	-4	7	-20	-3
COc1ccc(C2(CNC(=O)C(=O)Nc3ccc(C)cc3)CCOCC2)cc1	-6	13	0.5	-6	0.2	0	3	-12	-26
COc1ccccc1C(=O)COC(=O)c1nc(Cl)ccc1Cl	16	9	0.0	17	-0.7	1	3	-13	-23
C[C@H](CO)N1C[C@H](C)[C@@H](CN(C)S(=O)(=O)c2cccc(F)c2)Oc2ncc(Br)cc2C1=O	-18	17	1.2	6	x	-8	0	x	x
O=C(CC(=O)N/N=C/c1c(Cl)cccc1Cl)NCc1cccnc1	-10	12	1.9	3	2.8	-1	1	-3	-6
COc1cccc(CCc2nnc(CCC(=O)NC(C)Cc3cccs3)o2)c1 (centres undefined)	-15	14	0.6	-33	3.2	-2	7	-5	-1
CCC(CNC(=O)c1c(C)nn(-c2ccccc2)c1Cl)c1ccccc1 (centres undefined)	-14	15	-0.1	3	-0.4	-8	0	-3	-29
Cc1ccc(NC(=S)NC2CC3CCC(C2)N3Cc2ccco2)cc1C (centres undefined)	-26	12	3.0	-17	1.8	-12	2	-2	-13
O=C(Nc1ccn(CCCNCc2cccc3ccccc23)c(=O)n1)OCc1ccccc1	-3	0	0.8	7	x	-7	3	x	x
CCn1c(=S)[nH]c2cc(S(=O)(=O)N3CCOCC3)ccc21	-3	3	5.5	-8	2.3	-1	2	5	-8

# 3 compounds out of the list, sorted by length of the SMILES, lowest first:
structure	CHO-K1 Ca antag	CHO-K1 Ca PAM	CHO-K1 Ca ag	TAAR1 antag	V1R ag counter	CHRM1 agonist	TAAR1 ag	OXTR potentiator	CHO parental Ca
CCN(CC)C(=O)CSc1nnc(SCc2ccc(Cl)cc2)s1	-5	3	1.3	2	2.4	-2	22	-20	-28
Clc1ccc(-c2nnc3sc(Cc4cccs4)nn23)c(Cl)c1	-2	13	1.1	3	-1.2	-6	11	-2	-16
C=CCN1C(=O)C(Cc2ccc(SC(F)F)cc2)SC1=Nc1ccc(C(=O)O)cc1 (centres undefined)	-16	12	4.4	28	4.8	-5	1	-20	13
